Tat transport – blocks Tat-dependent protein export in E. coli; E. coli MC4100 TorA-mCherry Tat export, fluorescence; inhibition, % at 10 µM; 340,000 compounds, 0.036% hits;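 active = mean replicate inhibition at least 50% and at least half of replicates individually reaching 50%; inconclusive = only one of the two criteria met; inactive = neither criterion met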;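 also: exported cargo escapes ClpAP degradation while cytoplasmic cargo is degraded and loses fluorescence; 0% = median of neutral control wells and 100% = median of NaSCN control wells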
phage Ecoli inh – E. coli growth loss with phage present; growth absorbance; inhibition, % at 11.9 µM; 360,000 compounds, 0.26% hits; in the data active = inhibition above about 11%
Ecoli viability – reduces bacterial viability in AddAB counter-screen. E. coli V3065 growth, OD600 absorbance, 18 h. inhibition, % at 11.9 µM. 330,000 compounds, 0.27% hits. AID 449728;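 active = inhibition above the campaign's mean inhibition across all tested compounds plus 3 SD, cut at about 9.9% in these data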;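 also: uninfected addAB+ strain grown without phage in ampicillin broth; 0% = DMSO wells and 100% = ciprofloxacin 0.95 µg/ml wells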
SR-BI DiI-HDL act – SR-BI HDL lipid transfer activation; CHO ldlA[mSR-BI] cells, DiI-HDL uptake fluorescence, 3 h; 100 = double the neutral-control signal; activation, % at 12.5 µM; 320,000 compounds, 0.096% hits;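 active = mean replicate activation of at least 60% and every replicate at or above 60%; inconclusive = mean or all-replicate condition met, but not both; inactive = mean below 60% and not all replicates reaching 60%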;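 also: 0% = median plate neutral-control signal and 100% = twice that signal; values of inactives mirror those of a sister screen read the other way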
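System: CHO ldlA[mSR-BI] cells / Medium: HEPES-buffered (25 mM, pH 7.4) F12 plus 0.5% BSA / Probe or stimulus: labelled HDL, 10 µg/mL / Doses: single compound concentration, delivered by pin transfer / Schedule: 3 h, 37 °C / Measured by: DiI fluorescence, bottom read / Measure: cell-associated DiI fluorescence as measure of HDL uptake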
CAL PDZ FP-1 – blocks peptide binding to human CAL PDZ domain. Q9HD26. purified CAL PDZ, TMR-peptide fluorescence polarization, 1 h. inhibition, % at 20 µM. 330,000 compounds, 0.02% hits. AID 504414;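 active = highest replicate inhibition of at least 40%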;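 also: plate controls were DMSO neutral control wells for no effect and unlabeled competitor peptide control wells for full effect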
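Test system: tagged CAL PDZ domain / Buffer or medium: sodium phosphate/NaCl buffer pH 7.4 with TCEP, IgG, Thesit / Reagent: TMR-labelled reporter peptide T*-PRC34 bound in PDZ groove / Compound dosing: single point, 20 µM / Schedule: 1 h incubation at room temperature before polarization reading / Technique: fluorescence polarization (mP) / Benchmarks: unlabelled peptide, DMSO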
CAL PDZ FP-2 – blocks peptide binding to the human CAL PDZ domain. Q9HD26. purified CAL PDZ, TMR-peptide fluorescence polarization, 1 h. inhibition, % at 24.9 µM. 300,000 compounds, 0.92% hits. AID 602252;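 active = mean inhibition of at least 30% with at least half of replicates also reaching 30%; inconclusive = no clear call, values can overlap the other calls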;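 also: 0% = DMSO neutral control and 100% = excess unlabeled competitor peptide PRC23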
Wnt act – Wnt/beta-catenin pathway activation | 300,000 compounds, 1.2% hits | activation, % at 9.35 µM | Wnt/beta-catenin reporter cell assay, activator, plate reader; in the data active = activation above about 30%, passing the limit was not always enough; inconclusive = no clear call, values can overlap the other calls;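 also: 0% = neutral control wells and 100% = positive control wells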
SR-BI HDL uptake – inhibitors of mouse SR-BI mediated HDL lipid uptake | ldlA[mSR-BI] CHO cells, DiI-HDL uptake fluorescence, 3 h | inhibition, % at 12.5 µM | 320,000 compounds, 0.96% hits | Q61009;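 active = mean replicate inhibition of at least 70% and a set share of replicates each scoring 70 or more; inconclusive = meets just one of the two criteria; inactive = fails both criteria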;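 also: 0% = median of neutral control wells and 100% = median of positive control wells; values of inactives mirror those of a sister screen read the other way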
Target sequence (Q61009 whole entry, looked up): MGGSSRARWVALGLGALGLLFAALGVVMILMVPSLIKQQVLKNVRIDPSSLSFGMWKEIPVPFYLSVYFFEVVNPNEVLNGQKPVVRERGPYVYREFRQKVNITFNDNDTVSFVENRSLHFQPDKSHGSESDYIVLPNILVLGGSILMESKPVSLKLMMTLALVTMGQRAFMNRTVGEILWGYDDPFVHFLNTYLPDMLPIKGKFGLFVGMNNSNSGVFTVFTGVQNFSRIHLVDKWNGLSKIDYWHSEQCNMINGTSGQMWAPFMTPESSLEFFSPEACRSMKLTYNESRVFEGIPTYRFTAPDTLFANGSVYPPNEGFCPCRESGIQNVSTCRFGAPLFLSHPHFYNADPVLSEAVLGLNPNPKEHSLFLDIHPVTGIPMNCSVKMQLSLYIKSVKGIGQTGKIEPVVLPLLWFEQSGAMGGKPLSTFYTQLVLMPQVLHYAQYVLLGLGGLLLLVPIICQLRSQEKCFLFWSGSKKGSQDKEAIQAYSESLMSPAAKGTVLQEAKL
AddAB inh – less growth of phage-infected E. coli with AddAB; AID 435030; 330,000 compounds, 0.29% hits; E. coli expressing H. pylori AddAB, absorbance growth; inhibition, % at 11.9 µM; in the data active = inhibition above about 12%;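 also: 0% = vehicle wells of infected cells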
MITF TRPM1 HTS – MITF TRPM1 promoter activation in melanoma cells | 300,000 compounds, 0.75% hits | activation, % at 12.5 µM | SK-MEL-5 TRPM1-promoter luciferase, 24 h; % of positive control, neutral wells = 0 | AID 588334;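 active = mean activation of at least 80% with every replicate also reaching 80%; inconclusive = mean reaches 80% but some replicate falls short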;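 also: 0% = neutral control wells and 100% = parthenolide positive control wells; values of inactives mirror those of a sister screen read the other way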
Active calls of the source: *; u = inconclusive; x = no result given. Not a hit list; any-hit rate near 3.6%.

SMILES	Tat transport	phage Ecoli inh	Ecoli viability	SR-BI DiI-HDL act	CAL PDZ FP-1	CAL PDZ FP-2	Wnt act	SR-BI HDL uptake	AddAB inh	MITF TRPM1 HTS
CCn1c(CNC(=O)c2ccccc2F)cc2ccccc21	-1	-6.9	2.5	-23	-0.6	8	-1	23	1.3	x
Nc1nn(S(=O)(=O)c2cccc3nsnc23)cc1-c1ccc(Br)cc1	2	2.3	0.1	-16	-1.1	7	-1	16	2.4	-1
CCn1nc(C)c(CNC(=O)C2CCC(=O)N(CCc3ccc(OC)cc3)C2)c1C (centres undefined)	-3	-1.0	-0.2	16	1.3	-3	-2	-16	0.0	-6
COC(=O)CCC(=O)OC1(C)C(=O)C2=CN(C3CC3)C(c3ccc(OC)cc3)=CC2=C(Br)C1=O (centres undefined)	-7	0.0	-3.3	24	0.9	2	-5	-24	0.8	-16
Cc1cc(=O)oc(C)c1C(=O)OCC(=O)c1ccc2ccccc2c1	-9	3.2	-0.5	5	-1.6	-3	x	-5	3.3	2
O=C(Nc1ccc(C2=NCCN2)cc1)c1ccc(C(=O)Nc2ccc(C3=NCCN3)cc2)c(Cl)c1	45	9.3	-0.2	-17	x	-3	-4	17	3.5	-6
O=C(NCc1ccccn1)c1nc(Cn2cc([N+](=O)[O-])cn2)no1	-2	-0.4	0.6	x	-0.8	4	-2	x	1.9	-5
CC1(C2CC2)NC(=O)N(CC(=O)Nc2ccccc2-c2ccccc2)C1=O (centres undefined)	7	2.7	0.6	4	-2.4	4	-1	-4	2.3	0
O=C(NC(Cc1ccccc1)C(=O)O)c1cccnc1Cl (centres undefined)	9	0.9	0.8	3	0.6	10	2	-3	1.1	-1
O=C(NCC(=O)N1CCN(Cc2ccccc2)CC1)c1cc(Cl)cc([N+](=O)[O-])c1	3	1.7	0.3	x	-1.8	-2	3	49	1.7	-16
CC1Cc2ccccc2N1Cc1nc2cc(Cl)ccc2c(=O)[nH]1 (centres undefined)	-6	1.8	-2.6	-21	-1.2	-1	x	21	2.5	-6
O=c1[nH]c(C(Cl)(Cl)Cl)nc2ccc3ccccc3c12	-2	2.9	0.8	8	-4.3	-19	-3	-8	1.5	-12
COc1ccc(C(=O)C[n+]2cccc3cc(C)ccc32)cc1	4	0.7	2.7	19	-2.3	1	-4	-19	4.5	-10
Cc1cc(C)cc(CSc2ccc(S(=O)(=O)N3CCCC3)cn2)c1	1	0.9	-2.6	-19	-0.6	x	0	19	2.3	1
O=C1CCCc2c1cc(C(=O)O)c(=O)n2-c1ccccc1	1	3.9	-1.1	29	0.2	-2	0	-29	2.6	-9
Cc1cc(Nc2n[nH]c(N)c2C#N)ccc1F	-2	6.0	0.8	19	-2.0	-2	-1	-19	-0.1	10
CCOc1ccc(S(=O)(=O)Nc2ccccc2C(=O)NCc2ccco2)cc1	5	2.0	3.0	15	0.0	-4	x	-15	1.9	7
COc1ccc(CNC(=O)CN(c2ccc(C)cc2)S(=O)(=O)c2c(C)noc2C)cc1	-4	0.0	4.2	25	-0.8	0	0	-25	3.7	3
O=C(COC(=O)C1=COCCO1)NCCCc1ccccc1	1	2.2	0.5	6	-0.8	0	x	-6	-0.7	-14
Cc1cc(-c2nn(-c3ccccc3F)cc2CN2CCN(c3ccccn3)CC2)c(C)s1	22	2.6	0.0	-18	-2.3	-3	-4	18	6.2	-4
Cc1ccc(S(=O)(=O)NCC(=O)OCCOc2cccc(Cl)c2)cc1	13	4.2	-0.9	11	0.0	x	-1	-11	1.0	-6
COc1ccc(C(=O)NCc2ccc(C(=O)NCC(OC)OC)cc2)cc1OC	1	0.6	-0.4	-9	0.7	-3	-3	9	3.0	0
O=C(Nc1ccc2cn[nH]c2c1)c1ccccc1F	-2	0.7	1.2	1	-1.1	85*	24	-1	-0.7	36
CCCSc1cc(Cl)nc(N)n1	14	1.1	-0.9	-3	1.1	-1	3	3	3.0	4
C=C1CCN([C@@H](Cc2ccccc2)C(=O)NCc2ccccc2)S(=O)(=O)c2ccccc21	-3	3.4	1.5	11	0.3	4	-3	-11	2.3	-6
CN(CC(=O)N1CCN(c2cccc(Cl)c2)CC1)S(=O)(=O)c1cnc[nH]1	-6	4.3	0.0	-14	0.4	-3	-7	14	1.6	-10
O=C(c1cccc(S(=O)(=O)Nc2cccc(C(F)(F)F)c2)c1)N1CCCCC1	9	4.6	-0.4	33	-2.9	2	-2	-33	-1.1	-5
CCCCC(NS(=O)(=O)c1ccc(C)cc1)C(=O)Oc1ccc2c3c(c(=O)oc2c1)CCC3 (centres undefined)	-3	2.9	-0.7	0	-0.2	1	-1	0	2.0	0
COc1ccc(C)cc1S(=O)(=O)Nc1cccc(Cl)c1	2	-0.9	-0.3	-10	0.7	-2	x	10	3.8	2
COc1ccc(NC(=O)CN(C)C(=O)c2ccc(N3CCCCC3)c([N+](=O)[O-])c2)cc1	3	1.4	-0.6	-36	-1.5	-2	-2	36	-0.5	1
Cc1ccc(S(=O)(=O)N2CCN(S(=O)(=O)c3ccc(C)cc3)C2)cc1	3	3.2	3.4	-33	-0.6	3	-2	33	3.2	10
O=C(N/N=C/c1sc(=O)n(Cc2ccc(Br)cc2)c1Cl)c1ccco1	-9	4.9	3.8	-39	-0.1	-1	2	39	6.8	-39
CC1Cc2cc(S(=O)(=O)N3CCC(C(N)=O)CC3)ccc2N1C(=O)C1CC1 (centres undefined)	6	2.1	-0.8	13	-1.8	-2	2	-13	4.7	6
Cc1cccn2c(=O)nc(SCC(=O)Nc3cccc4ccccc34)nc12	-3	-3.9	-2.9	-4	-2.4	-1	-2	4	2.7	-10
C#CCOCCOCCOCCNc1nc(N2CCN(C(=O)[C@H](CCC(=O)O)n3cc([C@@H](N)[C@H](C)CC)nn3)CC2)nc(N2CCN(C(=O)[C@H](CCCCN)n3cc([C@@H](N)CC(N)=O)nn3)CC2)n1	3	-0.2	-1.8	-12	-0.4	-1	1	12	2.7	1
CNC(=O)c1ccccc1S(=O)c1ccccc1COC(C)=O (centres undefined)	3	7.3	0.7	27	0.0	x	2	-27	-0.6	6
CCC(O)C1CCN(Cc2cn(-c3ccc(OC)cc3)nc2-c2cccc(F)c2)CC1 (centres undefined)	-5	1.4	-1.0	2	-2.1	0	19	-2	1.9	9
COc1ccc(C/C(C)=N/NC(=O)C2COc3ccccc3O2)cc1 (centres undefined)	-3	3.9	1.1	13	-0.3	-7	-2	-13	0.2	-10
COc1ccc(/C=C2\SC(=O)N(CCn3cnnn3)C2=O)cc1	-6	4.4	0.8	2	-4.9	-1	3	-2	5.5	17
Cc1ccc(CN(C)C(=O)C2CCC(=O)N(C3CCCCCC3)C2)cc1 (centres undefined)	-4	4.5	0.8	-3	-0.3	39*	1	3	1.5	1
COC(=O)c1ccc(OCC(O)Cn2nnc3ccccc32)cc1 (centres undefined)	1	0.2	0.7	20	-2.1	-1	-2	-20	0.9	39
C=CCn1nc2ccccc2c1OCCO	3	1.5	-0.5	13	0.1	-2	1	-13	1.6	4
CC(=O)N1CCN(Cc2nc3cc(NC(=O)C4CCCCC4)ccc3n2C)CC1	0	1.2	1.3	0	-0.5	-3	u	0	5.0	0
Cc1coc2c1c(C)cc1oc(=O)c(CC(=O)NCC(=O)O)c(C)c12	-2	1.7	x	-4	-1.9	-16	6	4	x	8
O=C(Nc1sc2c(c1C(=O)O)CCCC2)c1ccccc1Cl	-4	0.3	0.3	8	-1.0	x	6	-8	0.7	-3

The closing three compounds of the part above are carried over, then new ones follow.
SMILES	Tat transport	phage Ecoli inh	Ecoli viability	SR-BI DiI-HDL act	CAL PDZ FP-1	CAL PDZ FP-2	Wnt act	SR-BI HDL uptake	AddAB inh	MITF TRPM1 HTS
CC(=O)N1CCN(Cc2nc3cc(NC(=O)C4CCCCC4)ccc3n2C)CC1	0	1.2	1.3	0	-0.5	-3	u	0	5.0	0
Cc1coc2c1c(C)cc1oc(=O)c(CC(=O)NCC(=O)O)c(C)c12	-2	1.7	x	-4	-1.9	-16	6	4	x	8
O=C(Nc1sc2c(c1C(=O)O)CCCC2)c1ccccc1Cl	-4	0.3	0.3	8	-1.0	x	6	-8	0.7	-3
CCn1c(-c2nn(-c3ccc(C)cc3)ccc2=O)n[nH]c1=S	-1	2.2	-0.1	3	0.1	x	-2	-3	0.9	-5
C/C(=C\c1ccccc1)CN1CCC(C(=O)N2CCC(C)CC2)CC1	-7	1.6	-2.0	24	-0.7	-1	-13	-24	1.3	-1
O=C(Nc1cccc(S(=O)(=O)Nc2ccccc2F)c1)c1ccco1	5	0.9	-2.2	-8	-1.3	-1	-1	8	0.4	15
COc1ccc(/C=N/n2cnnc2SCCO)cc1OC	-13	3.7	2.7	7	0.5	4	x	-7	1.8	-1
COc1ccc(Br)cc1C(=O)Nc1cccc(C)c1	6	1.2	-2.2	-75	x	6	x	75*	0.3	18
C=CCC(c1ccccc1)N(C(C)=O)c1ccco1 (centres undefined)	-1	2.6	2.6	5	0.5	1	2	-5	3.0	2
COc1ccc(OCc2n[nH]c(=S)n2Cc2ccco2)cc1	8	-0.9	-0.2	10	-0.1	-4	5	-10	0.3	16
CCOc1ccccc1C=NNC(=O)c1cccc2ccccc12	0	3.2	x	-66	0.9	-1	-5	66	x	4
CCOc1ccc(-n2c(SCC)nc3c(c2=O)SCC3)cc1	2	1.8	1.2	-17	-1.3	-4	x	17	-0.4	-8
O=c1c2ccccc2ncn1CCOc1ccccc1[N+](=O)[O-]	-3	4.5	2.9	-5	-0.9	x	4	5	4.3	54
Cc1ccc(-c2nnn(CC(=O)N(c3cnc4ccccc4c3)C(C(=O)NC3CCCC3)c3ccncc3)n2)o1 (centres undefined)	-2	3.9	0.6	35	0.4	-3	x	-35	0.3	6
Cc1cc2cc(C)c(SCC(=O)NCc3ccco3)nc2cc1C	-3	4.3	-3.0	10	-0.8	-2	-1	-10	1.7	1
N/C(=C/C(=O)c1ccccc1O)C(F)(F)F	9	x	-1.7	7	-0.9	-4	x	-7	-2.2	6
CCOC(=O)c1ccc(CNC(=O)Cn2nnc(-c3ccc(C)cc3)n2)o1	-9	1.9	0.0	0	-1.3	-2	-2	0	1.2	-16
O=c1cnnc(N/N=C/c2ccccn2)[nH]1	-23	42*	41*	x	2.3	2	-13	x	53*	-78
COc1ccc(S(=O)(=O)Nc2ccccn2)cc1	-3	2.9	2.4	52	-2.6	-2	-2	-52	0.7	x
